High-throughput results from PubChem BioAssay.
PPARg SRC-2 ag = promotes SRC-2 coactivator recruitment by human PPARgamma. PPARgamma LBD-SRC-2 recruitment, biochemical. activation, % at 8 µM. 200,000 compounds, 0.34% hits; in the data active = activation above about 22%;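 note: 0% = vehicle and 100% = reference agonist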
Target sequence (P37231 whole entry, looked up, the tested form may be a part): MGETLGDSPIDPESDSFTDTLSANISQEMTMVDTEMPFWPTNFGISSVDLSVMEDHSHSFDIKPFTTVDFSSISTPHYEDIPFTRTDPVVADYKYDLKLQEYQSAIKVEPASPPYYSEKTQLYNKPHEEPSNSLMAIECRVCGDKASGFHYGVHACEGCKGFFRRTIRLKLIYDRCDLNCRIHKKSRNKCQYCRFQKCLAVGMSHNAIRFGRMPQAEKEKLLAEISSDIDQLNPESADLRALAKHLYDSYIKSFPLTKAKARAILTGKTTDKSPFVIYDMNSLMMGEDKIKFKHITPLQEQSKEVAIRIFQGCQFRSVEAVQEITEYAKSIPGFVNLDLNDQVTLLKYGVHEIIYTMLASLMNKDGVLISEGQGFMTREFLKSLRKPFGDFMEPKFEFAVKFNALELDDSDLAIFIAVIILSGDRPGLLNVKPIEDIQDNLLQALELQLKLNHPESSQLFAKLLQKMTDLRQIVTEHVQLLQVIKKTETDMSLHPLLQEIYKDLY
PPARg SRC-3 ag = agonists of human PPARgamma SRC-3 coactivator recruitment | 200,000 compounds, 0.26% hits | activation, % at 8 µM | biochemical PPARgamma/SRC-3 coactivator recruitment assay; in the data active = activation above about 23%;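 note: 0% = DMSO and 100% = reference agonist; some compounds past the cut are filed as inactive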
TNAP inh hi DEA = blocks human TNAP under high phosphate acceptor concentration; P05186; purified TNAP, CDP-star luminescence, 1 M DEA; inhibition, % at 20 µM; 200,000 compounds, 0.03% hits;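 active = over 50% inhibition of tissue-nonspecific alkaline phosphatase at 20 µM in the single-dose screen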;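 note: plate controls were DMSO wells for no effect and EDTA-quenched wells as full inhibition for full effect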
Target sequence (P05186 whole entry, looked up): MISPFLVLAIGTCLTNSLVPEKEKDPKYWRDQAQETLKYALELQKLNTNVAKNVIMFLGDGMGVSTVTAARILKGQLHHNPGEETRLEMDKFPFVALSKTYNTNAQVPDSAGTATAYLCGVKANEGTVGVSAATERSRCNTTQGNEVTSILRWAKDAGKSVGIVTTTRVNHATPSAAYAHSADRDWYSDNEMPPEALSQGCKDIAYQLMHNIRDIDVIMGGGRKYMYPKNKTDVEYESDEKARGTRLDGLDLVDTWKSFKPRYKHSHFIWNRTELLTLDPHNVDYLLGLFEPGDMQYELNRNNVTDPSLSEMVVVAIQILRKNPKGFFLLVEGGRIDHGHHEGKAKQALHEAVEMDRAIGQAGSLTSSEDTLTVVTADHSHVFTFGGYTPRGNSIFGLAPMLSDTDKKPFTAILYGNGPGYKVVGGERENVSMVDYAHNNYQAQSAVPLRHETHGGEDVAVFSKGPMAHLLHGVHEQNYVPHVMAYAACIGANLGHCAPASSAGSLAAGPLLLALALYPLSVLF
PPARg SRC1 recr = agonists of human PPARgamma SRC-1 coactivator recruitment. P37231. PPARgamma-SRC-1 coactivator recruitment biochemical assay. activation, % at 8 µM. 200,000 compounds, 0.41% hits; in the data active = activation above about 19%;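 note: 0% = DMSO and 100% = reference agonist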
TNAP inh no acc = TNAP (human) inhibition, acceptor-free conditions; P05186; purified TNAP, CDP-star luminescence, 30 min; inhibition, % at 20 µM; 200,000 compounds, 0.26% hits; AID 1012;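 active = tissue-nonspecific alkaline phosphatase inhibition above about 50% at 20 µM in the single-dose screen, limit read from the data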;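 note: 0% = DMSO negative control and 100% = EDTA positive control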
TNAP act hi DEA = activators of human TNAP at high phosphate acceptor concentration; 200,000 tested, under 10 active; purified TNAP, CDP-star luminescence, 1 M DEA, 30 min; stronger effect = higher value; 0 = EDTA background, 1 = DMSO-only activity; AID 1136; activation factor at 20 µM;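 active = activation factor at least 2 at 20 µM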
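Control set: EDTA negative control, DMSO positive control / Assay system: human TNAP / Quantity: TNAP 1/800 final / Evaluation: TNAP activation factor scaled between EDTA and DMSO control wells / Measured by: luminescent substrate turnover signal / Compound dosing: one dose, 20 µM / Times: 30 min enzyme reaction at room temperature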
bIAP inhibitor = blocks bovine intestinal alkaline phosphatase activity | purified bovine IAP, CDP-star luminescence, 30 min | inhibition, % at 20 µM | 190,000 tested, under 10 active | AID 1019;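 active = over 50% inhibition of intestinal alkaline phosphatase at 20 µM in the single-dose screen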
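System: Purified bovine intestinal alkaline phosphatase (IAP) enzyme | Input: IAP diluted 1/65,000,000 in the well | Also added: CDP-star chemiluminescent phosphatase substrate, 30 µM final | Dosing: 20 µM single dose | Times: Enzyme reaction for 30 min at room temperature | Detection: Luminescence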
SRC2 TRFRET art = flags TR-FRET format artefacts in PPARgamma SRC-2 recruitment agonist screen; TR-FRET artefact counter-screen; stronger effect = higher value; TR-FRET ratio at 8 µM; 200,000 compounds, 0.4% hits; AID 1049; in the data active = TR-FRET ratio above about 2000; note: inactives centre near 1500
bIAP act = intestinal alkaline phosphatase (bovine) activation | purified bovine IAP, CDP-star luminescence, 30 min; stronger effect = higher value; fold of DMSO-control signal, blank-subtracted | activation factor at 20 µM | 200,000 compounds, 0.17% hits | AID 1016;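 active = activation factor of 2 or more at 20 µM, a signal rise over negative controls twice the positive control's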
Efa HMGR inh = inhibitors of class II HMG-CoA reductase from Enterococcus faecalis | AID 1066 | inhibition, % at 10 µM | purified E. faecalis HMGR, NADPH absorbance 340 nm kinetic | 190,000 compounds, 0.41% hits;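 active = inhibition above a set limit, the median over all tested compounds plus 3 SD, cut at about 9.5% in these data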;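 note: enzyme runs in reverse so mevalonate oxidation gives rising NADPH absorbance; 0% = complete reaction with DMSO and 100% = background rate lacking mevalonate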
Starred values were filed as active, the others as inactive; x = not tested or not shown. No enrichment for hits; overall some 1.6% were active at least once.

Values run as follows: PPARg SRC-2 ag, PPARg SRC-3 ag, TNAP inh hi DEA, PPARg SRC1 recr, TNAP inh no acc, TNAP act hi DEA, bIAP inhibitor, SRC2 TRFRET art, bIAP act, Efa HMGR inh
CCCOc1c(Cl)cc(/C=N/O)cc1OCC
  4, 3, -4, -3, -6, 1, 21, 1458, 0.8, 0
CCCn1c(=NC(=O)c2ccco2)c(C(=O)OCC)cc2c(=O)n3ccccc3nc21
  2, 8, 4, 0, -2, 1, 6, 1693, 0.9, -3
CC(=O)c1cccc(N(CC(=O)Nc2ccccc2F)S(C)(=O)=O)c1
  2, 3, -6, 7, -7, 1.1, -7, 1481, 1.1, 5
CCc1c(C)sc(NC(=O)c2cccs2)c1C(=O)OC(C)C
  -2, 7, 7, -8, 2, 0.9, 11, 1422, 0.9, -5
Cc1nc2ccccc2nc1CN1CCN(Cc2ccc(F)c(F)c2)C(CCO)C1 (centres undefined)
  7, 0, -3, 14, -6, 1, 7, 1560, 0.9, -1
O=C(N/N=C/c1ccc(Cl)cc1)c1nc2ccc([N+](=O)[O-])cc2c(=O)[nH]1
  -5, 2, -6, 3, -147, 1.1, -16, 1880, 1.2, 1
COC(=O)CSc1nnc(CNC(=O)c2cccs2)n1-c1cccc(C)c1
  4, 4, -2, -2, -12, 1, 6, 1731, 0.9, 0
CC(=O)C1=C(O)C=C(c2ccco2)CC1c1ccco1 (centres undefined)
  0, 2, -1, 5, -3, 1, 5, 1563, 1, -6
C=CCc1ccccc1OCC(CN1CCCCC1)OC(C)=O (centres undefined)
  3, 1, 2, 5, -7, 1, -4, 1504, 1, 1
O=S(=O)(c1ccc(F)cc1)N1CCN(C(=S)NCc2ccco2)CC1
  7, 4, 1, 4, 4, 1, 27, 1721, 0.7, 1
O=C(NC(=S)Nc1ccc(Cc2ccncc2)cc1)c1ccccc1
  4, 0, 1, 8, 8, 1, 0, 1446, 1, -1
Cc1nnc(SCC(=O)c2c(N)n(Cc3ccccc3)c(=O)n(C)c2=O)n1C
  -6, 4, -2, -8, -4, 1, -4, 1641, 1, -5
Cc1c(NC(=O)CN2C(=O)NC(CCc3ccccc3)C2=O)c(=O)n(-c2ccccc2)n1C (centres undefined)
  -3, 1, -6, -4, -19, 1.1, -9, 1602, 1.1, -8
O=C(NCCc1ccccc1)C(=O)Nc1ccc([N+](=O)[O-])cc1
  -4, 2, -4, 4, -7, 1, -14, 1577, 1.1, -4
CCc1ccccc1NC(=S)N1CCC(NC(=O)c2ccc(OC)cc2)CC1
  -3, 7, -8, 12, -13, 1.1, 12, 1722, 0.9, -4
CCC(C)(C)n1nnnc1C(c1cc(OC)c(OC)c(OC)c1)N1CCN(c2ccccc2)CC1 (centres undefined)
  -2, 9, -1, 6, -6, 1, 11, 1767, 0.9, -11
CSCCC(=O)N1CCCC(CNC(=O)c2ccc(-c3ccccc3)cc2)C1 (centres undefined)
  3, -2, -1, -2, -7, 1, -4, 1627, 1, -3
c1ccc(-c2nnc(-c3ccccc3)c(-c3c[nH]c4ccccc34)n2)cc1
  0, -8, -3, 4, -6, 1, 5, 1527, 0.9, 6
Cc1cc(C)nc(NC(=S)Nc2ccccc2)n1
  2, 4, -1, -1, -13, 1, -12, 1793, 1.1, -6
O=C(NCCCN1CCCC1=O)Nc1ccc(Cl)cc1
  6, 10, x, 1, x, x, x, 1556, x, x
CSc1nc(NCc2ccco2)c2ccccc2n1
  11, -1, -3, 1, -4, 1, 20, 1538, 0.8, -4
O=C(CCn1c(=O)oc2ccccc21)N1CCCCCC1
  1, -5, -1, -2, -2, 1, 3, 1583, 1, 0
Cc1cc(=O)oc2cc(OC(C)C(=O)O)c(Cl)cc12 (centres undefined)
  4, -4, -6, 2, -11, 1.1, 10, 1548, 0.9, 4
CCN(CC)C(=O)/C(=C/c1cn(S(=O)(=O)N(C)C)c2ccccc12)NC(=O)c1ccc(OC)cc1
  4, -1, -2, 12, -7, 1, -17, 1677, 1.2, -2
COc1ccc(NC(=O)Cn2nnc(-c3ccccc3N)n2)cc1OC
  4, 15, -2, 4, -11, 1, 4, 1554, 1, -4
Cc1c(NC(=O)CSC2=C(C#N)C(c3ccccc3F)CC(=O)N2)c(=O)n(-c2ccccc2)n1C (centres undefined)
  8, 13, -6, 7, -13, 1.1, 5, 1525, 1, -7
CCN(CC)S(=O)(=O)c1cc(C(=O)O)ccc1Cl
  8, -16, -3, 1, -11, 1, -2, 1602, 1, -3
COc1cc(OC)c(C2=NOC(C(=O)NCCc3ccccc3)C2)cc1Cl (centres undefined)
  1, 1, -6, 7, -15, 1.1, 0, 1467, 1, -2
CC(C)COC(=O)c1nnsc1NC(=O)Nc1ccccc1
  -2, 6, 0, -3, -9, 1, 50, 1459, 0.5, 6
O=C1c2ccccc2C(=O)c2c1cccc2N1CCN(Cc2ccccc2)CC1
  7, 6, 7, 7, 4, 0.9, 11, 1630, 0.9, 9
CN(CC(=O)NCc1ccc2c(c1)OCO2)S(=O)(=O)c1ccc(Br)s1
  3, -1, -6, -3, -9, 1.1, 16, 1611, 0.8, 3
O=C(c1cc2n(n1)C(C(F)(F)F)CC(c1ccco1)N2)N1CCN(c2ccccn2)CC1 (centres undefined)
  10, -4, -3, 0, -10, 1, -7, 1616, 1.1, -3
Cc1noc(C(=O)N2CCN(c3ccc(F)cc3)CC2)c1Cl
  5, 1, 0, 5, -6, 1, -2, 1531, 1, -3
FC(F)(F)c1cc(C(F)(F)F)c2ccc(N3CCN(c4ccc(Cl)cc4)CC3)nc2n1
  -4, -1, -6, 8, -10, 1.1, 10, 1548, 0.9, -3
COc1ccc(CC(=O)OCc2nnc(C3COc4ccccc4O3)o2)cc1OC (centres undefined)
  1, 1, -2, -2, -6, 1, 12, 1376, 0.9, 1
CC1CCCCC1NC(=O)C1CCN(S(=O)(=O)c2cccc3nsnc23)CC1 (centres undefined)
  -1, -2, -4, -6, -8, 1, 33, 1644, 0.7, 0
Cc1ccc2c(c1)c(-c1ccccc1)nc1nnnn12
  1, -1, -4, -4, -4, 1, 12, 1628, 0.9, -9
COc1ccc(C)cc1NC(=O)Cn1cnc2sc(C)c(S(=O)(=O)N3CCOCC3)c2c1=O
  -4, -7, -6, -7, -11, 1.1, 10, 1506, 0.9, 3
CCCCSC(=S)N(C)C1CCS(=O)(=O)C1 (centres undefined)
  1, -10, -6, 5, -10, 1.1, 4, 1488, 1, 0
Cc1ccc(C)c(NC(=S)N(C)CCc2ccccn2)c1
  -1, 4, -6, -2, -7, 1.1, -4, 1632, 1, 1
COC(=O)c1ccccc1OCC(=O)NC1CCCCC1
  4, -6, -5, -3, -13, 1, -1, 1474, 1, -4
CC(=O)OC1CC(C)(C)N(OC(=O)CCCN2C(=O)c3ccccc3C2=O)C(C)(C)C1
  -5, 0, -2, -4, -8, 1, -1, 1822, 1, -2
O=C(CN1C(=O)/C(=C/c2cccc(Br)c2)SC1=S)Nc1cccnc1
  -1, -3, -2, 0, 14, 1, 13, 1521, 0.9, 3
CCCCNC(=S)N/N=C/c1sccc1C
  10, 3, 1, 5, -64, 1, 15, 1616, 0.9, 1
Cc1nc(NC(=O)CSc2nnc(N)s2)c(Cl)cc1Cl
  12, 6, -4, 16, -19, 1, 31, 1643, 0.7, -3
COc1ccc(-n2c(SCC(N)=O)nc3sc4c(c3c2=O)CCN(C)C4)cc1
  3, -7, 1, -1, -11, 1, -3, 1410, 1, -15
O=S(=O)(Nc1ccc(N2CCOCC2)cc1)c1ccc(F)cc1F
  -5, -4, -3, -1, -12, 1, 0, 1582, 1, 2
O=C(CC1C(=O)NCCN1CC1CCCCC1)NCc1cccc(F)c1F (centres undefined)
  6, 1, -3, 6, -2, 1, -4, 1595, 1, -1
COc1ccc(-c2nn(-c3ccccc3)cc2/C=N/NC(N)=S)cc1OC
  0, -1, -7, 5, -9, 1.1, 6, 1507, 0.9, 2
COCCNS(=O)(=O)c1cc(OC)ccc1OC
  5, 1, -6, -2, -13, 1.1, 6, 1609, 0.9, -4
O=C(O)C1CSC(c2ccccc2)N1C(=O)c1ccco1 (centres undefined)
  3, 0, -5, 0, -20, 1.1, 8, 1385, 0.9, -6
O=C(Nc1nnc(-c2ccc3c(c2)CCCC3)o1)c1ccccc1
  10, 8, -4, 14, -25, 1, 22, 1849, 0.8, -5
C=CCn1c(COc2cccc(C)c2)nnc1SCn1nnc2ccccc2c1=O
  3, -1, -3, 0, 3, 1, 33, 1656, 0.7, 0
N#Cc1nc(-c2ccco2)oc1N1CCc2ccccc2C1
  13, 5, -3, 0, -8, 1, 11, 1582, 0.9, -1
COc1ccc(Cc2noc(CN3CCCN(C4Cc5ccccc5C4)CC3)n2)cc1OC
  3, 4, -8, 12, -13, 1.1, -2, 1797, 1, -2
Cc1cc(NC(=O)CCCSc2nc(-c3ccco3)cc(C(F)(F)F)n2)n(-c2ccccc2)n1
  0, 14, -3, 1, -4, 1, -4, 1662, 1, -2
C[N+](C)(CC#N)C/C=C\c1ccccc1
  2, -3, -4, 5, -5, 1, 6, 1671, 0.9, -4
Cc1nc(SCc2ccccc2)c([N+](=O)[O-])[nH]1
  13, 3, 6, 6, 5, 0.9, x, 1697, 0.1, 1
O=C(Nc1ncccn1)c1cccs1
  0, -3, -3, 8, -11, 1, 26, 1642, 0.7, -4
Cc1ccc(S(=O)(=O)/N=C2/NC(=O)/C(=C/c3ccccc3)S2)cc1
  1, 1, -4, 2, -1, 1, 1, 1512, 1, -1

The closing three entries of the part before open the next one:
Values run as follows: PPARg SRC-2 ag, PPARg SRC-3 ag, TNAP inh hi DEA, PPARg SRC1 recr, TNAP inh no acc, TNAP act hi DEA, bIAP inhibitor, SRC2 TRFRET art, bIAP act, Efa HMGR inh
Cc1nc(SCc2ccccc2)c([N+](=O)[O-])[nH]1
  13, 3, 6, 6, 5, 0.9, x, 1697, 0.1, 1
O=C(Nc1ncccn1)c1cccs1
  0, -3, -3, 8, -11, 1, 26, 1642, 0.7, -4
Cc1ccc(S(=O)(=O)/N=C2/NC(=O)/C(=C/c3ccccc3)S2)cc1
  1, 1, -4, 2, -1, 1, 1, 1512, 1, -1
C=CCn1c(N)c(C(=O)Nc2ccc(C)c(C)c2)c2nc3ccccc3nc21
  1, -4, 0, 1, -2, 1, 5, 1427, 0.9, 4
CNC(=O)c1ccsc1NC(=O)c1ccc(S(=O)(=O)N2CCc3ccccc32)cc1
  4, 2, 1, 3, 1, 1, 10, 1592, 0.9, -4
COc1ccc2nc(SCc3cnc(C)nc3N)[nH]c2c1
  -5, 1, -8, 11, -13, 1.1, 11, 1638, 0.9, 1
CC(=O)c1cc2c(cc1NS(=O)(=O)c1ccccc1)OCO2
  1, 12, -4, -4, -16, 1, 5, 1620, 0.9, -2
CC1CCN(C(=S)c2ccc([N+](=O)[O-])cc2)CC1
  3, 1, -1, 4, -5, 1, 11, 1602, 0.9, -3
CS(=O)(=O)N1CCN(c2ccccc2NC(=O)CSc2ccc(Cl)cc2)CC1
  4, 8, 6, 0, 2, 0.9, 3, 1597, 1, -2
CCN(CC)CC(C)(C)NS(=O)(=O)c1ccc(Cl)cc1
  1, 1, -5, 4, -3, 1.1, 17, 1533, 0.8, -4
CN(Cc1nc(-c2cccs2)no1)CC(O)c1ccccc1 (centres undefined)
  -4, -1, -5, 6, -6, 1.1, 11, 1471, 0.9, 1
COc1ccc2c(C)cc(SCC(=O)NCCN3C(=O)CSC3=O)nc2c1
  8, 5, 4, 3, -7, 1, 10, 1735, 0.9, -7
